# Bioassay records (PubChem BioAssay)
# A3A deaminase: blocks human APOBEC3A ssDNA deamination | actives 0.41% (n = 330,000) | recombinant A3A, FAM/TAMRA ssDNA deamination fluorescence | inhibition, % at 20 µM;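 active = at least 40% inhibition at 20 µM here, with at most 30% in a related deaminase screen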;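 note: plate controls were A3A with DMSO for no effect and wells lacking A3A enzyme for full effect; some results filed as inactive read as strong as hits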
# Target sequence (P31941 whole entry, looked up): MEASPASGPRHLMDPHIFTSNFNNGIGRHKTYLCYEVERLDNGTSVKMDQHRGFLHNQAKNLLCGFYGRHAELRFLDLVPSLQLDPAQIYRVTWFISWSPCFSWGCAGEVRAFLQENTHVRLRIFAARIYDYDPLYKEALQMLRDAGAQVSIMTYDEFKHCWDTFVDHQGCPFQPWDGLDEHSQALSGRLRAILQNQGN
# ATG4B inh: ATG4B (human) cysteine protease inhibition | Q9Y4P1 | actives 0.51% (n = 340,000) | inhibition, % at 8.33 µM | ATG4B cleavage of LC3-PLA2, NBD-HPC fluorescence, 1 h; in the data active = inhibition above about 40%
# A3G deaminase: blocks human APOBEC3G single-stranded DNA deamination; inhibition, % at 20 µM; actives 0.28% (n = 330,000); Q9HC16; recombinant A3G, ssDNA deamination FAM/TAMRA fluorescence;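 active = inhibition of at least 40% at 20 µM, with no more than 30% in the related APOBEC3A deaminase screen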;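 note: plate controls were DMSO wells with A3G for no effect and wells lacking A3G enzyme for full effect; some compounds called inactive have numbers as strong as hits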
# MPTP inh: blocks calcium-induced mitochondrial swelling | isolated mouse mitochondria, Ca2+ swelling absorbance, 30 min | inhibition, % at 10 µM | actives 1.4% (n = 360,000);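 active = inhibition of 50% or more, scaled per plate between neutral and stimulator controls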;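 note: 0% = DMSO wells given calcium and 100% = 1 mM EGTA wells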
# MIN6 prolif: MIN6 beta-cell proliferation induction | MIN6 cells proliferation, ATPlite luminescence, 48 h; cells starved in 0.2% serum; 100% = growth in 10% serum | proliferation, % at 10 µM | actives 0.29% (n = 330,000);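 active = compounds whose signal lies at least 3.5 SD above the mean of all wells on their plate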;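 note: 0% = DMSO-treated cells in low-serum medium and 100% = 10% serum control; some compounds called inactive have numbers as strong as hits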
# hIAP block: human IAP inhibition; inhibition, % at 10 µM; actives 0.12% (n = 330,000); purified IAP, CDP-Star luminescence, 30 min;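 active = inhibition reaching a set limit with compound at 10 µM in the primary screen, cut at about 35% in these data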;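 note: plate controls were DMSO wells with enzyme for no effect and no-enzyme buffer wells for full effect; values of inactives mirror those of a sister screen read the other way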
# Target sequence (P09923 whole entry, looked up): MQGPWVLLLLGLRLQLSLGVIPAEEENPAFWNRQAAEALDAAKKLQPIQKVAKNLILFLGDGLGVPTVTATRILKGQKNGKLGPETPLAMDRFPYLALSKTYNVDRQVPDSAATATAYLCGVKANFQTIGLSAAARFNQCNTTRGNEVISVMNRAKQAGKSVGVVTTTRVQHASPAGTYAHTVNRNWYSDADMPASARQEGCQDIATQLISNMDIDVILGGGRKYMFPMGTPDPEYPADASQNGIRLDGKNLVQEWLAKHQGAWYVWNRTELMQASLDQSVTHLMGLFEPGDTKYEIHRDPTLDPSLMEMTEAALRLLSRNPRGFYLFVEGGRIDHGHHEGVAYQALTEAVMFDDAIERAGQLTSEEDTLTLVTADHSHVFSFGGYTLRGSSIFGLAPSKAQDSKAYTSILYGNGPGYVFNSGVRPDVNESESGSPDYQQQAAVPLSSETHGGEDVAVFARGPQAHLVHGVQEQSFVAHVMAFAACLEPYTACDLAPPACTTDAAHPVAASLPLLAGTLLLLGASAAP
# mIAP activ: increases mouse intestinal alkaline phosphatase activity. actives 0.24% (n = 330,000). muIAP, CDP-Star luminescence, 30 min; hits give high values; 1 = vehicle-only enzyme signal, 0 = enzyme-free wells. activation factor at 10 µM. AID 2805;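 active = activation factor of at least 2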; note: the source names both 10 and 20 µM as test concentration; values of inactives mirror those of a sister screen read the other way
#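 Assay system: mouse IAP enzyme; reagent: chemiluminescent substrate CDP-Star; dosing: test compounds delivered from DMSO solution; schedule: 30 min at room temperature; measured by: luminescence from enzymatic CDP-Star hydrolysis; controls: DMSO-only wells and no-enzyme negative control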
# mIAP block: blocks mouse intestinal alkaline phosphatase; purified mouse IAP, CDP-Star luminescence, 30 min; inhibition, % at 10 µM; actives 0.2% (n = 330,000); AID 2806;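 active = inhibition of at least 40% at 10 µM in the primary screen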;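 note: plate controls were DMSO with enzyme for no effect and no enzyme wells for full effect; values of inactives mirror those of a sister screen read the other way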
# hIAP act: increases human intestinal alkaline phosphatase activity; purified human IAP, CDP-Star luminescence, 30 min; hits give high values; 1 = vehicle-only enzyme, 0 = enzyme-free background; actives 0.16% (n = 330,000); activation factor at 10 µM;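 active = activation factor of the enzyme at least 2-fold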; note: the source names both 10 and 20 µM as test concentration; values of inactives mirror those of a sister screen read the other way
# Active calls of the source: *; x = not tested or not shown.
SMILES,A3A deaminase,ATG4B inh,A3G deaminase,MPTP inh,MIN6 prolif,hIAP block,mIAP activ,mIAP block,hIAP act
Cc1cc(C)c(C(=O)COC(=O)CN2C(=O)NC3(CCCC3)C2=O)cc1C,-2,0,-5,0.4,-1,4,1.1,-8,0.96
O=C(Nc1ccccc1F)C1(c2ccccc2)CC1(Cl)Cl (stereo not given),3,4,-3,0.9,-4,23,0.96,4,0.77
COc1ccc(C(=O)C2CCCN(S(=O)(=O)c3cccc(C)c3)C2)c(C)c1 (stereo not given),3,31,6,0.2,-5,2,1.1,-9,0.98
Fc1ccc(/C=C2\CCCC3=C2Nc2ncnn2C3c2ccc(F)cc2)cc1 (stereo not given),-2,-10,0,0.9,-6,6,0.93,7,0.94
Cc1nc2sccn2c1-c1nc(-c2cc3ccccc3o2)cs1,-2,4,-3,1.6,-5,-31,0.96,4,1.3
COc1ccc(C23CC4CC(CC(C(=O)O)(C4)C2)C3)c(F)c1,0,-9,-4,-0.2,-1,6,1,-2,0.94
N#Cc1cccc(C#N)c1Oc1ccc(N)cc1,0,18,-6,0.1,-1,5,1.1,-10,0.95
N#Cc1cc[n+](CC(=O)c2ccc(NC(=O)c3ccccc3)cc2)cc1,6,9,15,-0.3,-5,9,1,-5,0.91
Nc1c(N(Cc2ccccc2)C(=O)COc2cccc(Cl)c2)c(=O)[nH]c(=O)n1Cc1ccccc1,-3,-2,-12,-2.1,7,4,0.94,6,0.96
CCNc1ccc(C(=O)OCC(=O)NCc2ccc(C)cc2)cc1[N+](=O)[O-],-4,15,-11,2.4,0,1,0.96,4,0.99
CCN1CCN(CCCNC(=O)C2c3ccccc3C(=O)N(c3ccc(OC)cc3)C2c2ccc(OC)cc2)CC1 (stereo not given),-2,-17,-2,-3.4,-1,-8,0.98,2,1.1
Cn1c(SCC(=O)NC2CC2)nnc1C(F)(F)F,-3,-1,-7,1.6,-2,-14,1.1,-8,1.1
Cn1c(N2CCN(c3ccccn3)CC2)nc2c1c(=O)n(Cc1ccc(Cl)cc1)c(=O)n2C,-1,4,-4,-0.9,-3,2,0.91,10,0.98
C/C(=N\Nc1ccc(Cl)cc1)c1ccccn1,1,-5,14,1.4,-2,-2,0.93,7,1
CNC(=O)c1c(NC(=O)c2ccco2)sc2c1CCC2,-3,-1,-6,-0.3,-2,-3,0.98,2,1
CN(C)S(=O)(=O)c1cccc(NC(=O)c2ccc(Sc3nncn3C)c([N+](=O)[O-])c2)c1,-2,-10,-9,2.2,-2,-2,0.98,2,1
S=C(NCc1ccccc1)Nc1ccc2cn[nH]c2c1,-5,14,-6,1.7,1,-15,1.2,-24,1.1
CCO[C@H]1OC(C(=O)O)=C[C@@H](C(C)(C)C)[C@@H]1CCCO,1,10,-1,-1.3,-4,4,1,-3,0.96
Cc1cccc(NC(=S)N2CCN(c3ccccc3)CC2)c1,-5,15,-4,-0.3,1,-8,1,-3,1.1
CC(=O)N1CCN(C(=O)Nc2cccc(C(F)(F)F)c2)CC1,0,-6,-5,2.8,-1,2,1.2,-19,0.98
O=C(c1ccc(Br)o1)N(c1ccc(Br)cc1)C1C=CS(=O)(=O)C1 (stereo not given),-4,-2,-8,0.0,-2,-9,1.1,-5,1.1
O=C(NNc1nc2c(F)cccc2s1)c1ccccc1,-4,-2,-8,-0.4,1,-53,0.9,10,1.5
Cc1nn(C(C)C(=O)NCCN2CCCC2)c(=O)c2c1sc1ccccc12 (stereo not given),-5,-2,-4,-3.2,2,6,0.97,2,0.94
Cc1cc(C)n(-c2nc(N(C)C)nc(N3CCOCC3)n2)n1,-2,1,-8,-2.4,-2,-6,0.96,4,1.1
COc1ccc(S(=O)(=O)Nc2ccc(F)cc2)cc1N(C)S(=O)(=O)c1ccc(Cl)cc1,0,-5,-3,10,-3,-5,0.98,2,1.1

# Part of the list above, with values under each structure:
# Second line of a record: A3A deaminase	ATG4B inh	A3G deaminase	MPTP inh	MIN6 prolif	hIAP block	mIAP activ	mIAP block	hIAP act
> C/C(=N\Nc1ccc(Cl)cc1)c1ccccn1
  1	-5	14	1.4	-2	-2	0.93	7	1
> CNC(=O)c1c(NC(=O)c2ccco2)sc2c1CCC2
  -3	-1	-6	-0.3	-2	-3	0.98	2	1
> CN(C)S(=O)(=O)c1cccc(NC(=O)c2ccc(Sc3nncn3C)c([N+](=O)[O-])c2)c1
  -2	-10	-9	2.2	-2	-2	0.98	2	1
> S=C(NCc1ccccc1)Nc1ccc2cn[nH]c2c1
  -5	14	-6	1.7	1	-15	1.2	-24	1.1

# By substructure, those above containing a nitro group on carbon (2)
SMILES,A3A deaminase,ATG4B inh,A3G deaminase,MPTP inh,MIN6 prolif,hIAP block,mIAP activ,mIAP block,hIAP act
CCNc1ccc(C(=O)OCC(=O)NCc2ccc(C)cc2)cc1[N+](=O)[O-],-4,15,-11,2.4,0,1,0.96,4,0.99
CN(C)S(=O)(=O)c1cccc(NC(=O)c2ccc(Sc3nncn3C)c([N+](=O)[O-])c2)c1,-2,-10,-9,2.2,-2,-2,0.98,2,1

# Continued:
SMILES,A3A deaminase,ATG4B inh,A3G deaminase,MPTP inh,MIN6 prolif,hIAP block,mIAP activ,mIAP block,hIAP act
O=C(NC1CCN(Cc2ccccc2)CC1)c1cccc(S(=O)(=O)Nc2cc(C(F)(F)F)ccc2Cl)c1,8,-4,-3,4.1,-3,14,0.94,6,0.86
CCOc1ccc(-c2[nH]ncc2Oc2ccccc2OC)c(O)c1,16,9,-3,2.4,-2,-89,0.89,11,1.9
COc1cc(C(=O)NNC(=O)C2CCCC2)cc(OC)c1OC,-5,-1,-9,-1.5,-1,-6,1,-4,1.1
CCOC(=O)C1C(C)=C(Nc2ccc(OC)cc2)C(=O)N1c1ccc(OC)cc1 (stereo not given),7,-4,3,0.0,-3,-7,1,-2,1.1
CC(O)c1nc2ccccc2n1CC(=O)Nc1ccc(F)cc1Cl (stereo not given),2,3,6,-0.7,-4,-3,1,0,1
C/C(CC(=O)Nc1ccc2c(c1)OCCO2)=N\NC(=O)c1ccccc1Cl,1,-3,-4,-0.4,0,1,0.98,2,0.99
O=C(O)CC(NNC(=O)c1ccccc1)C(=O)Nc1ccc([N+](=O)[O-])cc1 (stereo not given),1,3,-2,0.3,-2,-1,1,-1,1
CCCCN1CC(=O)N2[C@H]3c4ccccc4OC[C@@H]3[C@H](C(=O)OCC)[C@]2(C)C1=O,-5,-9,-8,-1.3,-3,17,1.1,-13,0.83
Cc1cc(OCC(=O)C(C)(C)C)c2c(C)c(C)c(=O)oc2c1,-3,-11,-5,-1.7,-3,-2,1,-4,1
COCCNC(=O)C1(C)C=CC2(CCCCC2)N1C(=O)c1ccccc1 (stereo not given),-3,4,-12,0.4,4,10,1.1,-8,0.9
Cc1cccc(C2c3[nH]c4ccccc4c3CCN2C(=O)c2cc(CC(C)C)[nH]c(=O)n2)n1 (stereo not given),17,35,4,-3.0,1,-2,0.95,5,1
Cn1c(=O)c2c(nc(SCC(=O)NC3CCCC3)n2C)n(C)c1=O,-4,3,-8,0.5,-2,0,1,-2,1
COc1ccc([C@H]2CC(=O)C=C(c3cccc4c3sc3ccccc34)C2)cc1OC,4,0,1,1.9,2,-15,0.98,2,1.1
Cc1cccc(NC(=O)CSc2nnc(Cc3ccccc3)o2)c1,-3,-7,-9,-0.3,-1,-2,0.92,8,1
Cc1occc1C(=O)N/N=C/C(Br)=C/c1ccccc1,-3,-4,3,26,-6,6,0.98,2,0.94
O=C(NNC(=O)c1ccc(F)cc1F)c1ccc(-n2cnnn2)cc1,-4,0,-8,0.9,2,19,0.97,3,0.81
CCN1CCCC1CNCc1ccccc1OCc1ccc(F)cc1 (stereo not given),1,-7,-1,1.0,0,-10,0.96,4,1.1
CCCCC(=O)Nc1c2c(nn1-c1ccc([N+](=O)[O-])cc1)CS(=O)(=O)C2,2,5,-6,-0.1,1,8,1,-3,0.92
COc1cc(C(=O)NC(=S)N(CCc2ccccc2)CCc2ccccc2)cc(OC)c1OC,-5,-5,-11,2.4,-5,-29,1.1,-8,1.3
CN1N=C2c3ccccc3CCC2C1c1ccc(C(F)(F)F)cc1 (stereo not given),-1,-7,-4,x,-2,-12,0.98,2,1.1
Cc1ccc(NC(=O)COC(=O)C2CCN(c3ccc(C(F)(F)F)cn3)CC2)cc1,-1,4,-1,0.0,-1,-18,1.1,-12,1.2
CC(=O)c1c(C)[nH]c(C2=NNC(=NC(C)(C)C)SC2)c1C,-5,5,-9,2.6,-2,-5,0.98,2,1
Cc1cccc(Cn2c(SCC(=O)Nc3ccccc3)nc3c2c(=O)[nH]c(=O)n3C)c1,-1,-9,-12,-1.5,-1,10,1.2,-17,0.9
Cc1ccccc1OCC(=O)OCC(=O)c1cc(C)n(C2CC2)c1C,0,12,-7,-1.1,-3,15,1.1,-7,0.85
Cc1cccnc1NC(=O)C1COc2ccccc2O1 (stereo not given),0,-2,-5,1.0,-1,-3,0.93,8,1
CCOc1cc(C=O)c(Br)cc1OC1CCCC1,2,9,1,14,-2,-20,0.94,6,1.2
O=C(OCCN1C(=O)c2ccccc2C1=O)c1ccc(S(=O)(=O)N2CCCCCC2)cc1,3,3,-2,0.5,-4,0,1,-4,1
O=C(c1ccco1)N1CCN(c2nc3ccccc3c(=O)n2-c2ccccc2)CC1,-3,2,-2,-2.0,-2,-16,0.98,2,1.2

# Quoted at random: 5 entries already listed
SMILES,A3A deaminase,ATG4B inh,A3G deaminase,MPTP inh,MIN6 prolif,hIAP block,mIAP activ,mIAP block,hIAP act
CCO[C@H]1OC(C(=O)O)=C[C@@H](C(C)(C)C)[C@@H]1CCCO,1,10,-1,-1.3,-4,4,1,-3,0.96
S=C(NCc1ccccc1)Nc1ccc2cn[nH]c2c1,-5,14,-6,1.7,1,-15,1.2,-24,1.1
COc1cc(C(=O)NC(=S)N(CCc2ccccc2)CCc2ccccc2)cc(OC)c1OC,-5,-5,-11,2.4,-5,-29,1.1,-8,1.3
CCCCN1CC(=O)N2[C@H]3c4ccccc4OC[C@@H]3[C@H](C(=O)OCC)[C@]2(C)C1=O,-5,-9,-8,-1.3,-3,17,1.1,-13,0.83
O=C(NNC(=O)c1ccc(F)cc1F)c1ccc(-n2cnnn2)cc1,-4,0,-8,0.9,2,19,0.97,3,0.81
